Assay outcomes from PubChem.
CDK5 inh – blocks human CDK5/p35 kinase activity | inhibition, % at 10 µM | 330,000 tested, 0.01% active | Q00535+Q15078 | AID 488839 | Recombinant CDK5/p35, ADP-Glo luminescence, 60 min;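 active means highest replicate inhibition of at least 50% and at least 75% of replicates reaching 50%; inconclusive means only one of the two criteria met; inactive means both criteria failed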;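 further: plate controls were DMSO neutral control for no effect and GW8510 at 10 µM for full effect; many of its hits are not listed in these tables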
Target sequence (Q00535 whole entry, looked up): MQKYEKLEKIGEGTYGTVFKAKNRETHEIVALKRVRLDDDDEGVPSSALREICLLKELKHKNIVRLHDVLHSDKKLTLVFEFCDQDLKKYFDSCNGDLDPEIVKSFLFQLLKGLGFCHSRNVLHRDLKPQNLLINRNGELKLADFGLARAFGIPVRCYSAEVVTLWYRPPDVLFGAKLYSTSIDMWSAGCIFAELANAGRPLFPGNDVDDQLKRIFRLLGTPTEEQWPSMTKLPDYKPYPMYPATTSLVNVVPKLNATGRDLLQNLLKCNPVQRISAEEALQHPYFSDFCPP
Target sequence (Q15078 whole entry, looked up): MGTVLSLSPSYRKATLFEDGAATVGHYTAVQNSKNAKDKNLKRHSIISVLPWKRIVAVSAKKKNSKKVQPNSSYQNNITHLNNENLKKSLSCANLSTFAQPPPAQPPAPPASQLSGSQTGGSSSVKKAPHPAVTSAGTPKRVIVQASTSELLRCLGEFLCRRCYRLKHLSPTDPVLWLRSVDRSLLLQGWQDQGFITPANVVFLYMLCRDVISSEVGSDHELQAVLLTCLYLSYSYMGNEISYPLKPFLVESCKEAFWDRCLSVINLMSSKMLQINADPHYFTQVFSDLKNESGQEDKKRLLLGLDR
dFosB act – enhances mouse delta FosB homodimer DNA binding | P13346 | purified delta FosB, TAMRA-CDK5 oligo fluorescence polarization; percent of positive-control signal above neutral wells | activation, % at 25 µM | 340,000 tested, 0.99% active | AID 493131;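 active means mean activation above about 17%, with every replicate also reaching it, limit read from the data, passing the limit was not always enough; inconclusive means only one of the two conditions met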;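 further: fluorescence polarization rise as delta FosB binds a TAMRA Cdk5 AP-1 oligo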
Target sequence (P13346 whole entry, looked up): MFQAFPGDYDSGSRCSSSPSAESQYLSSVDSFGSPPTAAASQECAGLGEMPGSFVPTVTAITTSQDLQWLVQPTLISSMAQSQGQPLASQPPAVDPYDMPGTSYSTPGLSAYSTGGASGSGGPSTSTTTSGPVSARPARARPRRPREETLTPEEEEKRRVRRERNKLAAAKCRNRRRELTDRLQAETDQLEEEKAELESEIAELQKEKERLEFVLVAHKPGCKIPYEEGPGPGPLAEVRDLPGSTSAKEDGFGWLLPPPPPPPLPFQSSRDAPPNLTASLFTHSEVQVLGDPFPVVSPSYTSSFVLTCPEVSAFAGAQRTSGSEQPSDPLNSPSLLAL
Mot1-301 SUMO – blocks SUMOylation pathway, rescuing yeast Mot1-301 growth; AID 2716; 320,000 tested, 1% active; growth rescue, % at 18.8 µM; S. cerevisiae Mot1-301 growth rescue, ATP luminescence, 38.5C; percent above DMSO median, 100 means doubled;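 active means every valid replicate shows activation above 250% relative to neutral control wells; inactive means the rest, any valid replicate at or below 250%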;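 further: OY570 slx delta 5 strain wells were the positive control but not used for scaling; some compounds called inactive have numbers as strong as hits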
PfHsp90 set2 – reduces growth (ATP signal) of yeast expressing P. falciparum Hsp90. S. cerevisiae expressing PfHsp90, BacTiter-Glo ATP, 48 h; yeast lacking PDR1 and PDR3 efflux regulators. inhibition, % at 9.4 µM. 310,000 tested, 0.32% active;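 active means every replicate shows inhibition above about 80%, whatever the replicate mean, limit read from the data; inconclusive means mean inhibition reaches the set limit but some replicate falls short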;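 further: 0% = DMSO neutral controls and 100% = 20 µM radicicol positive controls; yeast relying on Plasmodium falciparum Hsp90 in place of its own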
Rtt109 HAT inh – inhibitors of Candida albicans Rtt109/Vps75 histone acetyltransferase. Q5AAJ8. purified Rtt109/Vps75, ThioGlo CoA-SH fluorescence, 4 h. inhibition, % at 34.9 µM. 330,000 tested, 0.16% active;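 active means inhibition of at least 50% in every replicate; inconclusive means best replicate reaches 50% inhibition but some replicates fall short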
PvdQ acylase – P. aeruginosa PvdQ acylase inhibition; purified PvdQ acylase, fluorescence plate reader; inhibition, % at 10 µM; 340,000 tested, 0.063% active; in the data active means inhibition above about 30%, passing the limit was not always enough; inconclusive means no clear call, values can overlap the other calls;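 further: 0% = vehicle neutral wells and 100% = reference inhibitor wells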
NSD2 HMT inh – blocks human histone methyltransferase NSD2 | O96028 | NSD2 peptide methylation, AlphaScreen, 120 min | inhibition, % at 12.5 µM | 310,000 tested, 0.54% active | AID 743445; in the data active means inhibition above about 50%
Keap1-Nrf2 PPI – disrupts human Keap1 binding to Nrf2 peptide. Keap1 Kelch-Nrf2 peptide fluorescence polarization, 1536-well. inhibition, % at 9.4 µM. 340,000 tested, 0.15% active. AID 504523; in the data active means inhibition above about 12%; inconclusive means no clear call, values can overlap the other calls; inactive means below about 7.3%;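 further: human Keap1 Kelch domain with fluorescein labeled Nrf2 9mer peptide probe; 0% = neutral control wells and 100% = peptide positive control; higher means more block of Keap1 binding to Nrf2 peptide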
RTF Ca sens inh – cardiac RTF calcium desensitization. 340,000 tested, 0.12% active. P19429+P45379. inhibition, % at 7.15 µM. IANBD-labeled cardiac RTF, Ca2+ fluorescence. AID 493244;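 active means inhibition above the mean inhibition of all tested compounds plus 3 SD, cut at about 17% in these data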;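 further: assay run at fixed EC70 calcium of 1.6 mM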
cardiac RTF act – increases calcium sensitivity of human cardiac regulated thin filaments. P19429+P45379. IANBD-labeled TnC RTF fluorescence at EC20 calcium; 0% EC20 calcium, 100% full calcium. activation, % at 7.2 µM. 340,000 tested, 0.24% active;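 active means activation above the mean over all tested compounds plus 3 SD, cut at about 30% in these data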;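 further: rise in fluorescence read as greater calcium sensitivity of cardiac thin filaments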
LANA DNA inh – blocks KSHV LANA C-terminal domain binding to DNA; MBP-C-LANA/FAM-LBS DNA binding, fluorescence polarization; inhibition, % at 9 µM; 340,000 tested, 0.078% active; AID 504423;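 active means highest replicate inhibition at or above 60% at 9 µM, even if other replicates fall short; inactive means all replicates below 60% inhibition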;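 further: 0% = neutral control wells and 100% = 4 µM acridine orange control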
Numbers without * were called inactive; ? = inconclusive; nt = not tested or not shown.

Values run as follows: PfHsp90 set2	PvdQ acylase	dFosB act	Mot1-301 SUMO	NSD2 HMT inh	cardiac RTF act	LANA DNA inh	Rtt109 HAT inh	CDK5 inh	RTF Ca sens inh	Keap1-Nrf2 PPI
- COc1ccc(CCN(C)C2CCCN(S(=O)(=O)c3ccc(C)cc3)C2)cc1OC (centres undefined)
    2	-11	-3	-17	12	-1	0.9	13	-1.9	-2	1
- COCCCNC(=O)c1c[nH]c2ccc(S(=O)(=O)N3CCC(C)CC3)cc2c1=O
    -4	-11	1	4	4	7	1.5	9	-0.3	-27	3
- O=S(=O)(NCCC(c1ccc(F)cc1)c1ccco1)c1ccccc1 (centres undefined)
    -12	-12	-5	-3	3	0	0.9	1	-3.1	-6	-5
- O=C(OCCN1CCOCC1)c1cccs1
    6	-6	-10	68	-4	1	1.7	0	1.0	-18	2
- CCn1c(=NC(=O)CSC(C)=O)sc2cc(F)ccc21
    -33	-8	-9	-3	1	-2	3.6	0	-0.1	-1	-3
- Cc1ccc(CNC(=O)c2ccc(N(C)S(=O)(=O)c3ccccc3)cc2)cc1
    10	2	-3	9	-2	5	-1.0	15	6.1	-11	-4
- O=C(O)c1ccccc1-n1cccc1C(=O)O
    -24	-11	-12	-16	15	nt	2.7	-2	-2.0	nt	-2
- O=C(Oc1ccc(Br)cc1C(=S)N1CCOCC1)c1ccc([N+](=O)[O-])cc1[N+](=O)[O-]
    -8	-14	-5	42	-2	4	0.6	7	1.8	-15	-4
- Cc1cccc(NC(=O)CSc2cccc3cccnc23)c1C
    8	-13	-2	9	-1	-4	0.4	-1	0.8	0	1
- O=C(c1ccco1)N1CCN(C(=S)Nc2ccc(F)c(Cl)c2)CC1
    24	-7	-6	-19	-2	0	0.1	-3	-2.4	-5	-2
- Cc1ccc(C2=NOC(c3nnc(-c4ccccc4)o3)C2)cc1 (centres undefined)
    -32	0	0	-14	nt	5	-0.4	-2	-2.8	3	-4
- CC(=O)Nc1ccc(NC2(C)C(=O)c3ccccc3C2=O)cc1
    -23	-2	-2	-16	1	-8	0.3	-2	2.3	0	3
- CCC(C)Sc1nc2c(cnn2-c2ccc(C)c(C)c2)c(=O)[nH]1 (centres undefined)
    -11	-10	0	22	nt	-2	-1.0	-3	0.8	-2	-1
- OCCNNC(=S)NC1CC2C=CC1C2 (centres undefined)
    6	-15	6	153	-4	-1	-0.3	1	0.0	-10	-6
- CCN(CC)S(=O)(=O)c1cccc2cccnc12
    nt	-18	-1	-2	1	3	-1.6	6	-2.6	2	-6
- COc1cccc(/C=N/NC(=O)c2cccc3ccccc23)c1
    2	5	-6	-5	3	2	-1.2	9	-2.0	-3	-1
- COc1cc(C)ccc1OCc1cc(C(=O)N(Cc2c(C)nn(C)c2C)C2CC2)no1
    10	-18	-13	24	3	-1	0.2	-5	-0.5	-11	-3
- CCOc1ccccc1CNC(=O)Cn1nc(C)c2c(C)n(-c3ccc(C)cc3)nc2c1=O
    -1	10	53*	223	-3	-1	-0.6	3	-1.1	-5	5
- Cc1nc(-c2ccc(NC(=O)C3CC3)cc2)cs1
    23	-14	-2	41	-3	1	0.0	3	0.9	-3	-3
- Cc1cc(C)c2c(=O)[nH]c(SCC(=O)NCc3ccccc3)nc2n1
    nt	-18	-8	1	-2	3	0.0	4	1.0	-8	-8

Further results:
Values run as follows: PfHsp90 set2	PvdQ acylase	dFosB act	Mot1-301 SUMO	NSD2 HMT inh	cardiac RTF act	LANA DNA inh	Rtt109 HAT inh	CDK5 inh	RTF Ca sens inh	Keap1-Nrf2 PPI
- O=C(COC(=O)COc1ccc2ccccc2c1)Nc1cc(C(F)(F)F)ccc1N1CCOCC1
    5	4	-11	1	0	-2	0.6	nt	-0.5	-6	6
- COc1cccc2[nH]c3c(=O)n(CCN(C)C)cnc3c12
    5	-13	3	nt	2	4	0.2	1	1.1	0	-1
- O=C(Cn1c(CN2CCCCC2)nc2ccccc2c1=O)NC1CCCCC1
    11	-12	-9	9	3	7	0.1	0	0.3	-4	-5
- CCOc1ccccc1C(=O)Nc1ccc(NC(=O)c2ccccc2)cc1
    5	-7	-8	-4	1	-12	0.3	2	-0.4	-14	0
- COc1ccc(N2CCN(C(=O)Cc3ccc(-n4c(=O)[nH]c5ccccc5c4=O)cc3)CC2)cc1
    -13	-7	0	2	nt	0	0.4	-6	0.7	0	2
- Cc1ccc(S(=O)(=O)N2CC(=O)N3CCN(CCN)C3C2)cc1 (centres undefined)
    nt	-12	-2	3	nt	7	0.8	8	-0.5	-15	-5
- c1ccc(CNC2=NCCCCC2)cc1
    6	5	2	4	-1	4	0.1	-1	5.5	-4	0
- O=C(NC1CCCCCC1)C(=S)N1CCOCC1
    nt	0	-3	-10	1	4	-1.6	2	0.3	-5	0
- Cc1cc(C)nc(Nc2n[nH]c(-c3ccccc3Br)n2)n1
    -12	-7	-13	-6	-2	2	-0.8	0	-0.3	1	-3
- CCOC(=O)N1CCC(NC(=O)CSCc2cnn(-c3ccccc3)c2-n2cccc2)CC1
    8	-7	3	0	7	4	0.8	-4	-0.9	3	-4
- CCNC(=O)CC1C(=O)N(c2ccc(C)cc2)C(=O)N1CCc1ccc(OC)c(OC)c1 (centres undefined)
    nt	-12	-4	121	2	7	-1.2	-3	-0.1	-12	1
- O=C1/C(=C/c2cccnc2)CC/C1=C\c1cccnc1
    4	-9	4	0	8	-1	-2.6	9	2.9	4	-1
- CN(C)S(=O)(=O)c1ccc(/C(O)=C2/C(=O)C(=O)N(Cc3cccnc3)C2c2cccs2)cc1 (centres undefined)
    14	-5	-6	-1	1	5	-0.7	1	0.7	4	-8
- COc1ccc(CNC(=O)Cc2ccc(OC)c(S(=O)(=O)N3CCOCC3)c2)cc1
    -5	-12	6	-6	-2	5	4.3	-4	-3.2	-6	-9
- Cc1cccc(C)c1NC(=O)CN(C)C(=O)c1ccccc1OCc1ccc(F)cc1
    -15	-11	-7	nt	1	0	-1.4	3	-0.2	-3	-6
- CCOc1ccc2[nH]c(=S)[nH]c2c1
    -19	0	0	-2	0	-3	1.7	-6	1.0	-5	-2
- Cc1ccc(NC(=O)c2ncn(CCCNCc3ccccn3)n2)cc1C
    -5	6	-5	nt	nt	-2	0.9	9	-0.2	5	-3
- COc1ccc(NC(=O)C2=CC(c3ccco3)=NS(=O)(=O)N2C)cc1
    16	-8	-7	nt	nt	0	0.4	-6	1.5	-3	1
- COc1ccc(/C(C)=N/OCC(=O)N=Nc2c(O)[nH]c3ccccc23)cc1
    5	-15	-11	2	-2	-2	-0.6	2	-0.9	6	-2
- Cc1nnc(N2CCCC(C(=O)NCc3ccc(OC(C)C)cc3)C2)c2nn(-c3ccccc3)c(C)c12 (centres undefined)
    -16	11	6	4	6	-1	-1.9	15	1.8	-1	-5

(continued)
Values run as follows: PfHsp90 set2	PvdQ acylase	dFosB act	Mot1-301 SUMO	NSD2 HMT inh	cardiac RTF act	LANA DNA inh	Rtt109 HAT inh	CDK5 inh	RTF Ca sens inh	Keap1-Nrf2 PPI
- CCCc1ccc2oc(C(=O)N3CCN(C4CCS(=O)(=O)C4)CC3)c(C)c2c1 (centres undefined)
    8	-14	0	2	-1	3	1.7	-2	-0.8	-1	-5
- CN(C)CCCOC(=O)c1sc2ccccc2c1Cl
    8	4	-12	-12	15	1	-2.5	0	-1.4	-4	0
- COc1ccccc1CNC(=O)Cn1cnnn1
    28	-10	2	74	nt	1	0.5	8	-0.8	3	2
- Cc1ccc(NC(=O)c2ccccc2Cl)c(Cl)c1
    -1	0	5	-13	-8	-2	3.8	-4	-0.1	-4	1
- COc1ccccc1OCC(=O)Nc1ncc(C)s1
    -25	-6	-4	32	-1	-3	0.3	2	0.6	1	1
- COc1cc(/C=C/C(=O)N2CCN(C(=O)/C=C/c3cc(OC)c(OC)c(OC)c3)CC2)cc(OC)c1OC
    3	-9	-5	1	12	-1	1.4	4	-1.4	-13	1
- O=C(O)CN=C(NS(=O)(=O)c1ccc(Cl)cc1)c1ccccc1
    13	5	-12	6	-16	-1	-0.4	1	2.4	-12	-3
- Cc1cccc(C)c1OC1(c2ccccc2)OC(=O)c2ccccc21 (centres undefined)
    13	-12	4	2	-1	-2	-0.5	12	0.4	-4	1
- O=C(O)c1n[nH]c2c1CCCC2
    4	-11	0	4	-4	7	0.0	4	0.4	1	-2
- C/C(=N/NC(=O)c1ccoc1C)c1ccc(NC(=O)C2CCCC2)cc1
    10	4	3	-18	1	-5	-2.1	-7	1.3	-13	-4
- CCCC(=O)NNC(=O)CC(=O)Nc1ccccc1C(=O)O
    -11	-7	1	-5	4	1	-0.5	-1	0.1	4	4
- O=C(OCc1cccnc1)C1=Cc2ccccc2OC1
    18	-5	-3	1	0	1	1.6	-2	-0.2	-5	-4
- COCCOC(=O)C1=C(C)NC(=O)NC1/C=C/c1ccccc1 (centres undefined)
    -22	-12	-4	24	-1	-2	0.6	nt	-0.1	6	1
- CC(C)CCN1C(=O)c2ccc(C(=O)NCc3ccco3)cc2C1=O
    -51	-10	-9	8	2	-3	0.6	1	-0.1	1	-2
- CC(CNC(=O)C(C)C)NC(=O)C(C)C (centres undefined)
    2	11	-6	-2	-2	3	0.0	3	-0.2	-4	1
- Cc1ccc(C(=O)OCC(=O)Nc2ccc(F)c(Cl)c2)o1
    -13	2	1	nt	1	0	1.1	8	0.3	10	0
- CC(=O)N1N=C(N)SC1c1cccc([N+](=O)[O-])c1 (centres undefined)
    -34	-17	-3	-3	-2	0	2.9	13	0.6	14	-2
- C(=C\c1ccccc1)/C=N/Nc1nc2ccccc2[nH]1
    5	-2	?	4	-3	-3	-1.1	1	2.1	-6	5
- COc1ccc(CN(C)Cc2c(O)ccc3cc(Br)ccc23)cc1OC
    11	15	-8	29	3	2	-2.1	7	1.6	2	2
- COC1Cc2ccccc2N(C(N)=O)c2ccccc21 (centres undefined)
    -5	-14	-6	13	-2	8	8.2	10	1.1	0	9

New compounds follow:
Values run as follows: PfHsp90 set2	PvdQ acylase	dFosB act	Mot1-301 SUMO	NSD2 HMT inh	cardiac RTF act	LANA DNA inh	Rtt109 HAT inh	CDK5 inh	RTF Ca sens inh	Keap1-Nrf2 PPI
- CC(=O)N/C(=C\c1ccc(F)cc1)C(=O)NC(C(=O)O)C(C)C (centres undefined)
    -17	-9	-1	122	-9	2	-0.1	4	-5.5	-3	-2
- Cc1ccc(CSCC(=O)NCCCN2CCOCC2)cc1
    30	-9	0	-2	0	0	-0.6	-1	0.0	0	-3
- CCOC(=O)c1sc(NC(=O)c2cccs2)nc1C
    20	-7	-4	nt	nt	-1	1.8	-16	-0.9	-1	5
- CC(c1cccs1)N(Cc1ccco1)C(=O)Nc1ccc(Cl)c(Cl)c1 (centres undefined)
    16	13	-6	4	-1	2	0.7	10	-0.5	-3	1
- CCNC(=O)n1cc(-n2cncn2)c(-c2ccccc2)n1
    7	14	4	-5	4	5	-1.2	5	1.3	2	-1

Compounds were not picked by outcome. Share with any hit: about 3.2%.
